N370S GC mod = inhibits or activates N370S mutant glucocerebrosidase; N370S GC spleen homogenate, 4MU-glucoside fluorescence; P04062; 330,000 tested, 0.092% active; Potency, µM (top dose mostly 59.4 µM), inactives show at the highest dose activity change, negative = inhibition, usual class: inhibitors;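 note: 0% = full enzyme activity and -100% = no enzyme basal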
TDP1 inh = blocks human tyrosyl-DNA phosphodiesterase 1 | recombinant TDP1, AlphaScreen DNA substrate cleavage | Potency, µM (highest dose often 130 µM), for inactives: top-dose activity change, negative = inhibition, actives largely listed as inhibitors | 350,000 tested, 0.28% active; note: nearly all actives have a fitted effect of over 40% in size
Target sequence (Q9NUW8 whole entry, looked up): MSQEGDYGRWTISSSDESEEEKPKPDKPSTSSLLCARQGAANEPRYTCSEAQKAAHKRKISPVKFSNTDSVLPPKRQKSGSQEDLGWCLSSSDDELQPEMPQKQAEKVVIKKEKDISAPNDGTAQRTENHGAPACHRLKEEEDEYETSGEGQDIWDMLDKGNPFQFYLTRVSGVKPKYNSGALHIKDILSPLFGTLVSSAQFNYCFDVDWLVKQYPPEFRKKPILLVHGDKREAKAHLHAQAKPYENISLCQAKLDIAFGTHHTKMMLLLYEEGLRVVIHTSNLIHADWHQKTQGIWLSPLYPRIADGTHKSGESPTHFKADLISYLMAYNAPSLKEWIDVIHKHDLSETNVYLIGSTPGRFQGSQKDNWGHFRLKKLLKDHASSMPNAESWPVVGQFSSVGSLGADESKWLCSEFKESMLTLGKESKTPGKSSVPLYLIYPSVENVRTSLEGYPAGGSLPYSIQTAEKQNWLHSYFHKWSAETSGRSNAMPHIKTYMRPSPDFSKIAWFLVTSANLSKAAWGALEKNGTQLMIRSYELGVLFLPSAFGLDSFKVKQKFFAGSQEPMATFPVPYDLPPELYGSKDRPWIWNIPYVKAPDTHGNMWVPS
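Here, a 5' biotin and 3' phosphotyrosine-FITC DNA oligonucleotide reports Tdp1 activity: intact substrate bridges AlphaScreen beads, while cleavage leaves a 3' phosphate and drops signal. All incubations at room temperature.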
DT40 TDP1 no CPT = qHTS for Inhibitors of human tyrosyl-DNA phosphodiesterase 1 (TDP1): qHTS in cells in absence of CPT. 420,000 tested, 15% active. AID 686978, 2013. DT40 Tdp1-/- hTDP1 cells, no CPT, ATP luminescence, 48 h. Potency, µM (series often up to 46.2 µM), without a hit: top-dose activity change, negative = growth inhibition, actives largely listed as inhibitors; note: nearly all actives have a fitted effect of over 55% in size
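Luminescent ATP content (CellTiter-Glo) served as the growth readout. Knockout chicken DT40 cells expressing human TDP1 were exposed to compounds without camptothecin for a minimum 48 hr at 37 °C.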
The depositor's hits bear a star; ? = inconclusive; · = no result given; & = joins results of further samples; ! = a repeat was not active; [ ] = remark or other dose. Calls come from the whole dose curve; as a rule, active = well fitted curve in the direction sought with a large enough effect; inconclusive = small, poorly fitted or top-dose-only effect, or another doubt; inactive = no such curve, though single readings can be large; an effect the other way counts as inactive or inconclusive. Unless noted, % is set by controls: 0 for no effect and ±100 for the full control effect; potency is the fitted concentration of half-maximal effect.

The first 15 compounds, to show the layout:
SMILES	N370S GC mod	TDP1 inh	DT40 TDP1 no CPT
CC(=O)CCC(=O)c1ccc2ccccc2c1	-4%	6%	-3%
CCOC(=O)c1c(C)[nH]c(O)c1C=Nc1ccc(Cl)cc1	0%	8%	-27%
COc1ccc(OCCOC(=O)c2ccc(F)c(S(=O)(=O)N3CCOCC3)c2)cc1	·	0%	0%
C=CCN=C(C)C1=C(O)CCC1=O	-7%	5%	-4%
CCOC(=O)c1cc(-c2ccccc2)n(CCCC(=O)Nc2ccc(C)c(Cl)c2)c1C	·	3%	23µM*
O=C(c1ccc(Cl)s1)N1CCN(c2ncccn2)CC1	-7%	-4%	?
CC(C)(C)OC(=O)NCCCCCc1cn(CC(=O)NCCCCCCCCCCC(=O)N2CCN(C(=O)OC(C)(C)C)CC2)nn1	0%	-10%	6.5µM*
O=C(Nc1sc2c(c1C(=O)c1ccc(Cl)cc1)CCCC2)c1cccnc1	15%	8%	?
CCOP(=O)(c1ccccc1)c1nc(-c2ccccc2C)oc1NCc1ccccc1 (configuration not stated)	21%	·	23µM*
CN(CCOc1ccc(Cl)cc1)C(=O)CN1C(=O)NC2(CCCC2)C1=O	-5%	-6%[0.505 µM]	?
CC1CCN(C(=O)c2ccc(NS(=O)(=O)c3cccc4cccnc34)cc2)CC1	-6%	·	?
CCOc1ccccc1OCCCNCc1ccco1	3%	1%	?
O=C(c1ccc(C(F)(F)F)cc1)N1CCCCC1	4%	2%	6%
CCCCn1c(SCc2nc(N)nc(N3CCCCC3)n2)nc2c1c(=O)n(C)c(=O)n2C	0%	3%	?
N#Cc1ccc(C2N=C(c3ccccc3)NO2)cc1 (configuration not stated)	0%	-13%[0.0935 µM]	?

This part in full, previewed entries included:
SMILES	N370S GC mod	TDP1 inh	DT40 TDP1 no CPT
CC(=O)CCC(=O)c1ccc2ccccc2c1	-4%	6%	-3%
CCOC(=O)c1c(C)[nH]c(O)c1C=Nc1ccc(Cl)cc1	0%	8%	-27%
COc1ccc(OCCOC(=O)c2ccc(F)c(S(=O)(=O)N3CCOCC3)c2)cc1	·	0%	0%
C=CCN=C(C)C1=C(O)CCC1=O	-7%	5%	-4%
CCOC(=O)c1cc(-c2ccccc2)n(CCCC(=O)Nc2ccc(C)c(Cl)c2)c1C	·	3%	23µM*
O=C(c1ccc(Cl)s1)N1CCN(c2ncccn2)CC1	-7%	-4%	?
CC(C)(C)OC(=O)NCCCCCc1cn(CC(=O)NCCCCCCCCCCC(=O)N2CCN(C(=O)OC(C)(C)C)CC2)nn1	0%	-10%	6.5µM*
O=C(Nc1sc2c(c1C(=O)c1ccc(Cl)cc1)CCCC2)c1cccnc1	15%	8%	?
CCOP(=O)(c1ccccc1)c1nc(-c2ccccc2C)oc1NCc1ccccc1 (configuration not stated)	21%	·	23µM*
CN(CCOc1ccc(Cl)cc1)C(=O)CN1C(=O)NC2(CCCC2)C1=O	-5%	-6%[0.505 µM]	?
CC1CCN(C(=O)c2ccc(NS(=O)(=O)c3cccc4cccnc34)cc2)CC1	-6%	·	?
CCOc1ccccc1OCCCNCc1ccco1	3%	1%	?
O=C(c1ccc(C(F)(F)F)cc1)N1CCCCC1	4%	2%	6%
CCCCn1c(SCc2nc(N)nc(N3CCCCC3)n2)nc2c1c(=O)n(C)c(=O)n2C	0%	3%	?
N#Cc1ccc(C2N=C(c3ccccc3)NO2)cc1 (configuration not stated)	0%	-13%[0.0935 µM]	?
COc1ccc(-c2nc(-c3ccccn3)nc(N3CCN(C)CC3)c2C#N)cc1	-29%	7%	1%
Cc1n[nH]c(C)c1CCc1nc2c3ccccc3nc(SCC(=O)Nc3ccccc3F)n2n1	18%	3%	?
CC(C)(C)c1nc2ccc([N+](=O)[O-])cc2[nH]1	22%	4%	?
O=C(Nc1ccc(N2CCN(C(=O)C3CC3)CC2)cc1)c1cccs1	-21%	3%	?
O=C(Nc1cc(C(F)(F)F)ccc1N1CCOCC1)C1=NN(c2ccccc2)C(=O)CC1	4%	4%	?
CCn1c2ccccc2c2nnc(SCC(=O)c3c(N)n(C)c(=O)n(C)c3=O)nc21	0%	-5%	-2%
CCCCc1nc2c(c3c1C[C@H](C)OC3)CN(C(=O)COC)CC2	2%[12.8 µM]	12%[12.3 µM]	·
CC1C(=O)Nc2ccc(S(=O)(=O)N3CCc4ccccc4C3)cc2NC1=O (configuration not stated)	-11%	·	?
CCOc1ccc(Cl)cc1S(=O)(=O)n1cnc2ccccc21	1%	7%	4.5µM*
CC(=O)Nc1ccc(S(=O)(=O)CCC(=O)O)cc1	7%	0%	-5%
COc1ccc(Cc2nnc(NCCO)[nH]c2=O)cc1OC	1%	·	8.2µM*
Cc1ccccc1C1c2[nH]c3ccccc3c2CCN1Cc1cccn1-c1ncccn1 (configuration not stated)	-10%	7%	?
CCOc1ccccc1NC(=O)c1ccccc1NS(C)(=O)=O	-12%	7%	?
COc1ccc(NC(=O)C2CCCN2C(=O)NCc2ccccc2)cc1OC (configuration not stated)	-2%	5%	-3%
CC1CCCCN1C(=O)Cn1cc(C=O)c2ccccc21 (configuration not stated)	-9%	-3%	3%

Random excerpt: two compounds from above.
SMILES	N370S GC mod	TDP1 inh	DT40 TDP1 no CPT
CCOC(=O)c1cc(-c2ccccc2)n(CCCC(=O)Nc2ccc(C)c(Cl)c2)c1C	·	3%	23µM*
N#Cc1ccc(C2N=C(c3ccccc3)NO2)cc1 (configuration not stated)	0%	-13%[0.0935 µM]	?

Further results follow.
SMILES	N370S GC mod	TDP1 inh	DT40 TDP1 no CPT
C[C@H](CO)N1C[C@H](C)[C@@H](CN(C)C(=O)Nc2ccccc2)Oc2ccc(NC(=O)c3ccncc3)cc2C1=O	·	1%	-39%
CCn1c(N2CCC(Cc3ccccc3)CC2)nc2c1c(=O)[nH]c(=O)n2C	7%	6%	?
COCc1cc(=O)n2c(-c3ccc(C)cc3)n[nH]c2n1	2%	3%	-25%
COc1ccc(OC)c(NC(=O)Nc2ccc3c(c2)OCO3)c1	-15%	9%	19%
Cc1ccc2c(c1)nnn2C1CCN(S(=O)(=O)c2ccc(C(=O)N(C)C)cc2)CC1	-1%	2%[56.1 µM]	?
Cc1ccc(C)c(NC(=O)CN(C)C(=O)c2ccc(-n3cncn3)c([N+](=O)[O-])c2)c1	-5%	2%	-2%
Cc1ccc(CNC(=O)[C@@H]2CCC(=O)N2Cc2ccco2)cc1	12%	-4%	-5%
COc1cc(C(=O)NCCOc2ccccc2)c(Br)c(OC)c1OC	-2%	0%	-21%
CC(C)(C)NC(=O)CN(Cc1cccs1)C(=O)CNS(=O)(=O)c1ccc(F)cc1	2%	5%	14%
CCOc1ccc2c(c1)NC(c1ccc(OCC)c(OCC)c1)=NC(c1ccc(F)cc1)=N2	·	12%	?
CCOC(=O)CSc1nc2cc(C(F)(F)F)cnc2n1C	8%	-2%	2%
CN(Cc1cc(-c2ccccc2)on1)C(=O)c1cc(COc2c(F)cccc2F)on1	16%	0%	?
COc1ccc(CN2C(=O)c3ccccc3C2=O)cc1C(=O)OC(C)C(=O)NC(N)=O (configuration not stated)	2%	2%	7%
S=C(NCc1ccncc1)NC1CCCCC1	?	5%	?
c1ccc(N2CCN(c3cnc4ccccc4n3)CC2)cc1	-11%	1%	?
O=C(CSc1nnc(-c2cccs2)o1)OC1CCCCC1	19%	-2%	-10%
CSc1ccc(CNC2CC2)cc1	11%	1%	-2%
O=C(CN1C(=O)C2CC=CCC2C1=O)NC1CCCCC1 (configuration not stated)	21%	-3%	-7%
CC(C)c1ccc2c(c1)CCC1C(C)(C(N)=O)CCCC21C (configuration not stated)	4%	5%	?
Cc1cccc(NC(=O)CSc2nc3c(oc4ccccc43)c(=O)n2-c2ccccc2)c1	?	-1%	?
Cc1ccc(-n2ncc(C(=O)N3CCCCC3)c2C2CCN(C(=O)OC(C)(C)C)CC2)cc1C	·	-5%	?
CN1CCN(CCOc2ccc(-c3ccccc3)cc2)CC1	-13%	7%	?
O=C(CCn1c(=S)oc2ccccc21)Nc1ccc(F)cc1	-18%	1%	2%
COC(=O)C1=NNC(C(=O)c2ccco2)C1c1ccc(OC)cc1 (configuration not stated)	-7%	2%	-5%
Cc1nn(CCOc2ccccc2)c(=O)n1-c1c(F)cccc1F	-12%	0%	-1%
O=C(COc1ccc2ccc(=O)oc2c1)NCc1ccccn1	3%	0%	-12%
COc1ccc(N2CCN(C(=O)Cn3c(=O)c4cccn4c4cccnc43)CC2)cc1	-4%	2%	-27%
COc1cc(/C=N/Nc2ccccc2[N+](=O)[O-])cc(OC)c1O	9%	-2%	6.5µM*
CCC(=O)Nc1cccc2ccccc12	23%	0%	-16%
COc1ccc(CNC(=O)CCn2c(=O)oc3ccccc32)c(OC)c1	12%	3%	2%
CC1=CCC(C(=O)O)C(C(=O)O)C1 (configuration not stated)	3%	4%	-3%
CCN(C(=O)CCS(=O)(=O)c1ccc2c(c1)oc(=O)n2C)c1ccc(OC)cc1	-22%	1%&2%	2%&-29%
O=C(CN1C(=O)CSC1=O)NCc1ccccc1	6%	0%	0%
CCOc1cc(N2CCOCC2)c(OCC)cc1NS(=O)(=O)c1cc(NC(C)=O)ccc1OC	-6%	·	-14%
C[C@@H](C(=O)N1CCN(C(=O)OC(C)(C)C)CC1)n1cc(CCCN=C(NC(=O)OC(C)(C)C)NC(=O)OC(C)(C)C)nn1	2%	0%	?
COc1cccc(NC(=O)C2CC2(c2cccc(OC)c2)c2cccc(OC)c2)c1 (configuration not stated)	4%	0%	?
Cc1c(O)c(S(=O)(=O)c2ccccc2)c(=O)n(-c2ccccc2)c1-c1ccccc1	18%	-3%	-25%
CC(=O)c1sc(-c2ccccc2)cc1N	7%	3%	-11%
CCCC(=O)N1CCc2cc(OC)c(OC)cc2C1COc1ccccc1OC (configuration not stated)	-6%	5%	18µM*!
O=C(C1CCN(S(=O)(=O)c2cnc[nH]2)CC1)N1CCn2c1nc1ccccc12	0%	0%	-20%
O=C(COC(=O)c1ccc2c(c1)OCCO2)NCCC1=CCCCC1	6%[2.35 µM]	5%	-16%
CCCOc1ccc2ccccc2c1/C=C1\SC(=O)NC1=O	0%	·	?
Cc1nn(-c2ccccc2)c(C)c1/C=N/n1cnnc1	3%	3%	2%
CCC(=O)NC(=S)NNC(=O)COc1ccc(Br)cc1	1%	5%	1%
COc1ccc(-c2nnc(SCc3cc(C)cc(C)c3)o2)cc1	16%	·	?
O=C(CN1CCN(c2ccc(Cl)cc2)CC1)Nc1cccc(F)c1	-25%	-2%	?
CCOC(=O)C1=C(C)NC(SC)=NC1c1ccccc1 (configuration not stated)	2%	5%[56.1 µM]	-26%
O=C(O)c1cccc(Nc2nc(C(F)(F)F)nc3ccccc23)c1	-1%	3%	-27%
O=C(CN1CCN(S(=O)(=O)c2ccc(Br)cc2)CC1)N/N=C/c1ccccc1C(=O)O	-5%	5%	9%
C=C(C)Cn1c(=O)c(NC(=O)c2ccccc2)c2n(c1=S)CCC2	0%	2%	-12%
Cc1cc(OCC(=O)Nc2ccc(CN3CCCCC3)cc2)ccc1Cl	-18%	5%	-20%
COc1ccccc1/C=C/C(=O)NCC(=O)N/N=C(\CCC(=O)O)c1ccccc1	24%	-3%	-24%
O=C(CNC(=O)C12CC3CC(CC(C3)C1)C2)Nc1ncccc1O	·	-1%	21%
COc1ccc(C)cc1NC(=O)C1CCN(S(=O)(=O)c2c(C)noc2/C=C/c2ccco2)CC1	·	5%	-28%
O=C(OCC(=O)N1CCCCC1)c1ccc2ccccc2n1	·	-2%	-24%
CCOC(=O)C1CCCN(CC(=O)NC2=Nc3ccccc3N=C(C)C2c2ccccc2)C1 (configuration not stated)	24%	5%	?
O=C(CSc1nc2[nH]c(=O)cc(O)c2s1)Nc1nccs1	·	1%	-4%
COc1ccccc1NS(=O)(=O)c1cc(NC(=O)c2cccs2)ccc1N1CCCCC1	18%	1%	15µM*
Cc1cc(Br)c2c(c1)C(O)(N1CCCCC1C)C(=O)N2 (configuration not stated)	5%	5%	-29%
Cc1ccc(CNC(=O)CCC(=O)N2CC3CCCN3c3ccccc32)cc1 (configuration not stated)	·	6%	18µM*
Further entries follow.
SMILES	N370S GC mod	TDP1 inh	DT40 TDP1 no CPT
NC(=O)C1(N2CCCCC2)CCN(C(=O)Nc2ccccc2C(F)(F)F)CC1	5%	0%	-8%
O=C(CSc1nc(-c2ccccc2)nc2cc(=O)[nH]n12)Nc1ccccc1	·	-11%	-12%
CCC(=O)N1CCc2cc(S(=O)(=O)CCC(=O)NCCc3ccccc3)ccc21	-25%	8%	-15%
Cc1ccc(S(=O)(=O)NCC(=O)N(CC(=O)NCC2CCCO2)Cc2ccccc2Cl)cc1 (configuration not stated)	-3%	0%	-19%
CCN1CCN(C(=S)Nc2cc(C(=O)OC)ccc2C(=O)OC)CC1	15%	5%	0%
Cc1cccc(NC(=O)Cn2c(=O)n(Cc3ccccc3)c(=O)c3sc4ccccc4c32)c1	·	0%	-18%

Compound activity (PubChem)

These rows are one share of the data; the hit share may differ from the screen's.
